Compound activity as filed in PubChem.
Shiga inhibitor: inhibitors of Shiga toxin in Vero cells; Vero cells, Shiga toxin protein synthesis inhibition reporter; inhibition, % at 38.7 µM; 290,000 tested, 9.2% active; in the data active means inhibition mostly above about 28%, no sharp cut-off; inactive means mostly below about 43%; further: 0% is about no effect
Pf growth 96h: P. falciparum growth inhibition at 96 hours; Potency, µM (doses to about 28.7 µM), inactives show at the highest dose activity change, negative = inhibition, actives largely listed as inhibitors; AID 504834; P. falciparum luciferase reporter growth, 96 h; 320,000 tested, 6.9% active; further: potency means the concentration at half of the fitted maximal effect; on the % scale 0 is the no-effect control and ±100 the full control effect
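Delayed-death screen, second-generation endpoint: infected erythrocytes, 2% hematocrit, 0.05% parasitemia final; 96 hours at 37 C, 5% CO2; luciferase detection reagent; luminescence decrease equals reduced growth.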
Sm TGR block: S. mansoni TGR enzyme inhibition; Potency, µM (titrated, usually from 114 µM), inactives show top-dose activity change, negative = inhibition, actives largely listed as inhibitors; Q962Y6; 360,000 tested, 3% active; AID 485364; purified TGR, DTNB reduction, TNB absorbance 405 nm; further: potency means the concentration at half of the fitted maximal effect; on the % scale 0 is the no-effect control and ±100 the full control effect; nearly all actives have a fitted effect of over 60% in size
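Kinetic colorimetric format: TGR-catalysed, NADPH-driven DTNB reduction monitored via TNB absorbance. Enzyme dispensed at 20 nM; compound exposure 15 min at room temperature before reaction start.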
FBPA Giardia inh: inhibitors of Giardia lamblia fructose-1,6-bisphosphate aldolase; A8B2U2; purified Giardia FBPA; Potency, µM (highest dose often 59.6 µM), for the others: top-dose activity, negative = inhibition, hits mostly inhibitors; 290,000 tested, 0.71% active; further: potency means the concentration at half of the fitted maximal effect; on the % scale 0 is the no-effect control and ±100 the full control effect; nearly all actives have a fitted effect of over 55% in size
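40 nM FBPA preincubated 10 min at RT with compound (up to 57.5 uM final), then substrate plus GAPDH/TPI/NAD/arsenate coupling and diaphorase/resazurin added. Fluorescence read after 20 min at RT, 525/598 nm.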
Pf growth 48h: inhibits P. falciparum growth in the first generation, 48 h. P. falciparum luciferase growth in erythrocytes, 48 h. 310,000 tested, 5.9% active. Potency, µM (highest dose often 28.7 µM), without a hit: at the top dose activity change, negative = inhibition, hits mostly inhibitors; further: potency means the concentration at half of the fitted maximal effect; on the % scale 0 is the no-effect control and ±100 the full control effect
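A one-generation exposure of luciferase-tagged malaria parasites in RPMI 1640/Albumax erythrocyte culture, 37 C and 5% CO2. Inhibition is inferred from decreased luminescence after adding detection reagent.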
CHX counter: counter-screen hit for Shiga toxin inhibitors, cycloheximide. cell reporter, cycloheximide protein synthesis inhibition counterscreen. max response, %. 300,000 tested, 12% active; in the data active means max response mostly above about 13%, no sharp cut-off; inactive means mostly below about 14%; further: read at 38.3 µM for the half of the compounds with a filed dose; 0% is about no effect
Starred values were filed as active, the others as inactive; ? = inconclusive; nt = no result given; & = joins results of further samples; [ ] = dose if it differs, or a comment. Unless noted, the call rests on the fitted dose curve; in most records, active means well fitted curve in the direction sought with a large enough effect; inconclusive means small, poorly fitted or top-dose-only effect, or another doubt; inactive means no such curve, though single readings can be large; an effect the other way counts as inactive or inconclusive. Rows were taken by chance (roughly 24% active in at least one column).

no.	SMILES	Shiga inhibitor	Pf growth 96h	Sm TGR block	FBPA Giardia inh	Pf growth 48h	CHX counter
1	CCc1cc(C(=O)O)c(NC(=O)c2cc(OC)c(OC)c(OC)c2)s1	10.3	34.9%[activator]	-4.8%	3.7%	?	4.9
2	CCOc1cccc2sc(N(CCN(CC)CC)C(=O)c3ccc(S(=O)(=O)N4CCCC4)cc3)nc12	-5.9	-1.1%	-8.2%	?	-20.7%	-1.6
3	COc1cc(C(=O)ON=C2C3CC4CC(C3)CC2C4)cc(OC)c1OC	-5.5	1.47µM*	4.8%	7.6%	1.17µM*	-3.8
4	CC(=O)C(=[N+]=[N-])C(=O)NCc1ccccc1	-10.2	?	2.8%	-18.1%	11.7%	-1.4
5	Cc1ccc(/C=N/n2c(C3CCCCC3)n[nH]c2=S)s1	-5.9	2.08µM*	-6.9%	6.8%	?	-1.4
6	COc1ccc(-c2csc(N(CCCN(C)C)C(=O)c3ccc(F)cc3)n2)cc1	15.4	-37.9%	-16.0%	3.7%	?	9.8
7	CCN(CC)CCC#CC(O)(c1ccccc1)c1ccccc1	-6.0	9.28µM*	1.5%	0.8%	-20.4%	-1.7
8	CCOC(=O)C1=C(COC(=O)/C=C/c2cccc(Cl)c2)NC(=O)NC1C (stereo not drawn)	nt	67.1%[activator]	-1.7%	nt	25.5%	nt
9	O=C(CCSc1nc2ccccc2o1)Nc1ccccc1	4.1	14.7%	0.6%	1.7%	43.9%[activator]	1.0
10	O=C(Cn1c(=O)cnc2ccccc21)N1CCN(S(=O)(=O)c2cccc([N+](=O)[O-])c2)CC1	nt	11.7%	-2.6%	nt	8.0%	nt
11	CN(C)/C(CN1CCOCC1)=C1\N=C(c2ccccc2)OC1=O	13.5	56.1%[activator]	-15.9%	1.9%	-1.1%	7.7
12	O=C(NCc1ccc2c(c1)OCO2)C1CCN(C(=O)Nc2ccc(Cl)cc2)CC1	-22.1	-10.2%	47.3%[activator]	-0.5%	-0.7%	-6.1
13	CCCC(C(=O)NCc1ccccc1)N(C(=O)Cn1nnc(-c2cccs2)n1)c1ccc2c(c1)OCCO2 (stereo not drawn)	-7.6	?	-3.1%	1.6%	?	3.8
14	O=C(Nc1ccccc1C(=O)NCC1CCCO1)c1ccccc1F (stereo not drawn)	17.2	-21.2%	4.1%	nt	-13.4%	14.1
15	COc1cc(C(=S)N2CCOCC2)ccc1OC(=O)c1cc(OC)c(OC)c(OC)c1	3.2	0.0%	-19.1%	1.4%	nt	-2.5
16	Cc1cccc(NC(=S)N/N=C/c2cccc([N+](=O)[O-])c2)c1	3.8	-17.3%	5.3%	?	?	10.8
17	Cc1ccc(NC(=O)CCS(=O)(=O)c2ccccc2)cc1S(=O)(=O)N1CCCCCC1	nt	?	-0.3%	nt	-0.2%	nt
18	O=C(O)CCc1ccc(-c2ccc(Br)cc2)n1-c1cccc(O)c1	86.8*	8.8%	31.6µM*	7.7%	58.2%[activator]	32.3*
19	O=C(COc1ccc(S(=O)(=O)N2CCCC2)cc1Cl)NCc1ccco1	-2.1	136.5%[activator]	?	3.2%	?	-1.8
20	COc1ccc(CCNC(=O)C(=O)NCCOc2ccccc2Cl)cc1OC	3.0	?	-1.0%	4.7%	-7.1%	1.3
21	COc1ccc2c(c1)CCCC2NS(=O)(=O)OCC(Cl)(Cl)Cl (stereo not drawn)	-4.2	23.0%	-24.5%	-2.1%	42.0%[activator]	5.3
22	Cc1ccc(NC(=O)NCc2ccc3c(c2)OCO3)c(C)c1	16.5	3.7%	6.7%	3.4%	-10.9%	7.4
23	COc1cccc(-c2csc(N3CCN(CC(=O)Nc4ccc5c(c4)OCO5)CC3)n2)c1	-2.9	?	-1.8%	-7.0%	?	-3.5
24	CCN(CC)C(=O)CSc1nc(N)c(C#N)c(-c2cccs2)c1C#N	-7.7	?	-0.4%	3.6%	?	-3.9
25	CCOC(=O)c1c(C)n(C)c2ccc(O)c(CN3CCC(C)CC3)c12	17.0	10.4µM*	-25.8%	-27.1%	?	1.2
26	CCN(CC)c1ccc(NC(=O)c2ccccc2OCC(=O)OC)cc1	18.1	-25.7%	8.2%	-19.9%	-0.6%	17.1
27	CCN(CC)S(=O)(=O)c1ccc2c(c1)nc(SCC(=O)N1CCOCC1)n2-c1ccccc1OC	-13.1	11.7µM*	8.7%	nt	?	10.8
28	O=C(CSc1ccc(Cl)cc1)NC(=O)c1ccccc1	nt	-2.0%	-1.3%	nt	-4.2%	nt
29	COc1cccc(-c2ccc3ncnc(NCc4cccc(F)c4)c3c2)c1	nt	3.7µM*	-0.5%	nt	6.57µM*	nt
30	CCOC(=O)C1CCN(C(=O)c2cc3cc(Cl)ccc3[nH]2)CC1	48.9*	?	0.8%	-2.8%	?	22.5*
31	CCOCCCN1CC(C(=O)NCCc2ccccc2)CC1=O (stereo not drawn)	-3.5	38.5%[activator]	-5.6%	6.8%	9.9%	0.9
32	O=C(NCN1CCc2ccccc2C1)c1cnccn1	-5.3	4.7%	-15.5%	-13.5%	9.9%	-3.9
33	N#Cc1cc2ccccc2nc1SCc1ccccn1	147.2*	nt	5.1%	8.9%	182.8%[activator]	59.4*
34	O=C(NCCOc1cccc2cccnc12)c1cccs1	45.8*	-13.0%[5.75 µM]	4.7%	-0.9%	11.0%	22.0
35	O=C(c1cccc(C(F)(F)F)c1)N1CCOC12CCN(c1ncc(C(F)(F)F)cc1Cl)CC2	-16.2	?	3.5%	-5.9%	?	-1.7
36	CCN1C(=O)NC(c2ccc(Cl)cc2)C2=C1CCCC2=O (stereo not drawn)	-11.6	7.7%	2.3%	0.1%	3.6%	-5.8
37	O=C1CCN(C(=O)Nc2ccccc2)N1	14.5	63.4%[activator]	-7.0%	-6.5%	17.0%	16.1
38	CCc1ccc(NC(=O)C2C3CCC(O3)C2C(=O)O)cc1 (stereo not drawn)	-14.4	-28.3%	-0.6%	-1.3%	2.8%	4.6
39	O=c1[nH]c2cc3c(cc2cc1C(c1nnnn1CC1CCCO1)N1CCCCCC1)OCO3 (stereo not drawn)	11.5	nt	?	-12.6%	33.9%[activator]	4.0
40	c1ccc(OCCOCCN2CCOCC2)cc1	-11.2	11.0%	3.0%	2.4%	nt	-2.1
41	CS(=O)(=O)c1ccc(S(=O)(=O)N2CCC(CO)(CCCc3ccccc3)CC2)cc1	-2.2	?	1.5%	24.0%	-26.0%	-1.1
42	O=C(NCc1ccc(F)cc1)C1CCCN(S(=O)(=O)c2ccc(Br)s2)C1 (stereo not drawn)	54.6*	4.8%	0.4%	-2.1%	?	14.0
43	COc1ccccc1NC(=O)CSc1nnnn1-c1ccc(C(=O)O)cc1	-9.2	11.7µM*	28.3%	7.2%	38.3%[activator]	-1.6
44	Cc1cc2oc(=O)cc(CN(C)Cc3ccccc3Cl)c2cc1C	14.9	-14.1%	6.8%	nt	?	-2.2
45	CC(=O)Nc1ccc(NC(=O)C(C)OC(=O)CN2C(=O)C3CCCCC3C2=O)cc1 (stereo not drawn)	nt	24.6%	1.9%	nt	4.9%	nt
46	N/C(=N\OC(=O)CCC1CCCCC1)c1ccc([N+](=O)[O-])cc1	-1.3	32.0%[activator]	12.9%	-0.2%	35.4%[activator]	2.5
47	COc1cc(CNc2cccc(C(=O)O)c2)cc(Br)c1OCC(=O)NC(C)(C)C	-11.0	11.7µM*	7.5%	27.0%	6.3%	12.4
48	CC(C)(C)c1cc(=O)[nH]c(SCc2ccccc2)n1	-5.4	-5.8%	-0.4%	0.1%	-12.9%	-2.1
49	Cc1cccc(C)c1NC(=O)N1C(C(=O)O)CSC1C(=O)O (stereo not drawn)	-7.6	49.1%[activator]	-4.8%	3.0%	?	3.4
50	CN[C@@H]1[C@H](O[C@@H]2O[C@H](C)[C@@](O)(CO)[C@H]2O[C@H]2[C@H](O)[C@H](O)[C@H](N=C(N)N)[C@@H](O)[C@@H]2N=C(N)N)O[C@@H](CO)[C@H](O)[C@H]1O	-16.9	nt	nt	1.2%	nt	13.3
51	Cc1ccc(SCC(=O)NCCCc2ccccc2)cc1	-15.6	-0.2%	-28.7%	3.1%	14.2%	4.0
52	CN(C)/C=C1\C(=O)N(c2ccc(Cl)cc2)CS1(=O)=O	85.9*	127.3%[activator]	-16.1%	4.0%	38.6%[activator]	36.3*
53	ClCc1nc2ccccc2c2ccccc12	-12.5	?	?	26.4%	?	-4.0
54	CC(C)[C@@H](N)C(=O)NCC1CCC(C(=O)N[C@@H](Cc2ccccc2)C(=O)O)CC1 (stereo partly drawn)	-10.4	-0.3%	-4.9%	-7.7%	nt	-2.0
55	O=C(Nc1ccc(F)cc1)c1sc2cc(C(F)(F)F)cnc2c1-c1cccs1	-10.8	?	-27.2%	1.1%	nt	-4.5
56	CCOC(=O)Nc1ccc2nc(Sc3ccc(Cl)cc3)sc2c1	2.9	14.7µM*	19.6%	-11.8%	9.28µM*	14.6
57	C=CCC1(N(C(C)=O)c2ccccc2C)CCCCC1	-3.7	?	-7.5%	-1.9%	-7.5%	-2.7
58	COc1ccccc1/C=N/NC(=O)c1cccc2ccccc12	nt	?	11.6%	4.9%	-3.1%	-2.8
59	O=C(CCC(=O)NNC(=O)Nc1ccc(Cl)cc1)NCc1ccccc1	-23.3	1.3%	?	3.8%	1.8%	-3.9
60	O=[N+]([O-])c1ccc2nc(SCc3cn4cc(Cl)ccc4n3)[nH]c2c1	9.9	?	-1.4%	-9.8%	-21.4%	8.9

Compound profiles, as listed above. Order of values: Shiga inhibitor	Pf growth 96h	Sm TGR block	FBPA Giardia inh	Pf growth 48h	CHX counter
Listed for `COc1ccccc1/C=N/NC(=O)c1cccc2ccccc12` : nt	?	11.6%	4.9%	-3.1%	-2.8
Listed for `Cc1cc2oc(=O)cc(CN(C)Cc3ccccc3Cl)c2cc1C` : 14.9	-14.1%	6.8%	nt	?	-2.2
Listed for `N/C(=N\OC(=O)CCC1CCCCC1)c1ccc([N+](=O)[O-])cc1` : -1.3	32.0%[activator]	12.9%	-0.2%	35.4%[activator]	2.5

Later entries.
no.	SMILES	Shiga inhibitor	Pf growth 96h	Sm TGR block	FBPA Giardia inh	Pf growth 48h	CHX counter
61	CCNc1nc(NC(C)CC)nc(Oc2ccc(OCC)nn2)n1 (stereo not drawn)	6.7	8.5%	11.3%&4.4%	21.5%	-5.6%	5.4
62	O=C(NCC1CCCO1)c1cc2c([nH]c3ccccc32)c(-c2cccc(Br)c2)n1 (stereo not drawn)	-4.7	3.7µM*	9.8%	-13.2%	?	-1.9
63	Cc1cccn2cc(-c3ccc(S(=O)(=O)N4CCCCC4)cc3)nc12	15.6	10.4µM*	-23.6%	4.5%	16.9%	-1.6
64	O=C(c1ccc(Br)s1)N1CCN(C/C=C/c2ccccc2)CC1	-7.2	nt	0.0%	-0.7%	-21.6%	-2.5
65	O=c1oc2ccccc2cc1-c1nnc(-c2cccc(Br)c2)o1	25.7	-30.4%	4.6%	5.8%	7.0%	-2.7
66	COc1ccccc1C(=O)NNC(=O)CCN1C(=O)/C(=C\c2ccccc2)SC1=S	-12.9	-14.8%	-2.8%	11.7%	25.7%	-3.6
67	Cc1ccccc1C(=O)N1CCN(C(c2ccccc2)c2ccccc2)CC1	-6.2	5.86µM*	5.1%	-16.9%	10.4µM*	-1.7
68	CN1CCN(C(c2ccccc2)c2nnnn2Cc2ccccc2)CC1 (stereo not drawn)	-5.7	-21.6%	2.2%	5.3%	1.4%	-2.1
69	C=CCn1c(-c2cc3cccc(OC)c3o2)n[nH]c1=S	-14.2	?	-18.5%	-13.1%	15.1%	-2.6
70	Cc1ccc(-c2csc(N3CCN(S(=O)(=O)c4ccc5c(c4)NC(=O)CO5)CC3)n2)cc1	13.7	?	0.1%	-6.7%	?	-3.2
71	S=C(NC1CCCCC1)N1CCCCC1	12.8	28.2%	6.0%	6.9%	4.8%	8.9
